Assay outcomes: PubChem, several laboratories
C8 TRAIL sens: viability loss with TRAIL in NB7+C8 cells, primary screen, TRAIL sensitizer project, cell-based, ATPlite luminescence; inhibition (viability loss, TRAIL sensitization), % at 10 µM; actives 1% (n = 360,000); AID 624354, 2012;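 active = compounds causing at least 50% loss of cell viability in the single-dose screen, relative to plate controls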
LRH-1 inv ag: LRH-1 (NR5A2) inverse agonists, primary screen, cell-based, luminescence, HEK293T, StAR-luciferase reporter. inhibition, % at 3.6 µM. Nuclear receptor subfamily 5 group A member 2 (Homo sapiens), O00482. LRH-1 transfected, 24 h. AID 602396, 2012. actives 0.13% (n = 360,000);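 active = inhibition above the mean inhibition of all tested compounds plus 3 SD, cut at about 73% in these data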;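 also: 0% = DMSO wells and 100% = reporter-only cells lacking LRH-1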
CF NFkB block: inhibitors of PAF-induced NF-kB signaling, primary screen, cell-based, GFP fluorescence, uHTS; inhibition, % at 5 µM; AID 588850, 2011; KKLEB NF-kB-GFP reporter, GFP fluorescence overnight; actives 0.86% (n = 360,000);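 active = at least 50% inhibition at 5 µM, scaled per plate between neutral and stimulator controls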;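 also: PAF is a Pseudomonas aeruginosa culture filtrate used as stimulus; plate controls were PAF-stimulated DMSO wells for no effect and unstimulated DMSO wells for full effect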
LMP1 NFkB inh: EBV LMP1-driven NF-kappaB luciferase reporter inhibitors, primary screen, cell-based, luminescence, single point; LMP1-induced NF-kappaB luciferase reporter cells; inhibition, % at 12.5 µM; actives 0.69% (n = 350,000); in the data active = inhibition above about 41%;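 also: 0% = neutral control wells and 100% = reference inhibitor control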
TROY NFkB inh: inhibitors of TROY-driven NF-kB signaling, primary screen, Q293 LMP1-TROYcd cells, NF-kB luciferase, uHTS; Q293 LMP1-TROYcd NF-kB luciferase reporter, 4 h; inhibition, % at 10 µM; actives 0.98% (n = 360,000);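 active = compounds whose plate-normalised and pattern-corrected inhibition of the luciferase reporter signal at the single screening dose is 50% or more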
TWEAK-Fn14 inh: inhibitors of TWEAK-Fn14 signaling, primary screen, luciferase reporter cells, uHTS. TWEAK-stimulated Fn14 reporter cells, luciferase luminescence, 8 h. inhibition, % at 10 µM. actives 2% (n = 360,000). AID 1159606, 2016; in the data active = inhibition above about 50%
SRC3 inh: SRC3 coactivator transcriptional activity inhibitors, primary screen, cell-based, luminescence; inhibition, % at 3.6 µM; HEK293 GAL4-SRC3 luciferase reporter; actives 0.17% (n = 360,000); AID 588352, 2011;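 active = inhibition above a per-campaign cutoff, the mean of all compounds plus 3 SD, cut at about 60% in these data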;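 also: 0% = DMSO-treated cells and 100% = gossypol-treated cells at 36 µM; higher means less SRC3-driven luciferase light from the GAL4 reporter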
Target sequence (Q9Y6Q9 whole entry, looked up, the tested form may be a part): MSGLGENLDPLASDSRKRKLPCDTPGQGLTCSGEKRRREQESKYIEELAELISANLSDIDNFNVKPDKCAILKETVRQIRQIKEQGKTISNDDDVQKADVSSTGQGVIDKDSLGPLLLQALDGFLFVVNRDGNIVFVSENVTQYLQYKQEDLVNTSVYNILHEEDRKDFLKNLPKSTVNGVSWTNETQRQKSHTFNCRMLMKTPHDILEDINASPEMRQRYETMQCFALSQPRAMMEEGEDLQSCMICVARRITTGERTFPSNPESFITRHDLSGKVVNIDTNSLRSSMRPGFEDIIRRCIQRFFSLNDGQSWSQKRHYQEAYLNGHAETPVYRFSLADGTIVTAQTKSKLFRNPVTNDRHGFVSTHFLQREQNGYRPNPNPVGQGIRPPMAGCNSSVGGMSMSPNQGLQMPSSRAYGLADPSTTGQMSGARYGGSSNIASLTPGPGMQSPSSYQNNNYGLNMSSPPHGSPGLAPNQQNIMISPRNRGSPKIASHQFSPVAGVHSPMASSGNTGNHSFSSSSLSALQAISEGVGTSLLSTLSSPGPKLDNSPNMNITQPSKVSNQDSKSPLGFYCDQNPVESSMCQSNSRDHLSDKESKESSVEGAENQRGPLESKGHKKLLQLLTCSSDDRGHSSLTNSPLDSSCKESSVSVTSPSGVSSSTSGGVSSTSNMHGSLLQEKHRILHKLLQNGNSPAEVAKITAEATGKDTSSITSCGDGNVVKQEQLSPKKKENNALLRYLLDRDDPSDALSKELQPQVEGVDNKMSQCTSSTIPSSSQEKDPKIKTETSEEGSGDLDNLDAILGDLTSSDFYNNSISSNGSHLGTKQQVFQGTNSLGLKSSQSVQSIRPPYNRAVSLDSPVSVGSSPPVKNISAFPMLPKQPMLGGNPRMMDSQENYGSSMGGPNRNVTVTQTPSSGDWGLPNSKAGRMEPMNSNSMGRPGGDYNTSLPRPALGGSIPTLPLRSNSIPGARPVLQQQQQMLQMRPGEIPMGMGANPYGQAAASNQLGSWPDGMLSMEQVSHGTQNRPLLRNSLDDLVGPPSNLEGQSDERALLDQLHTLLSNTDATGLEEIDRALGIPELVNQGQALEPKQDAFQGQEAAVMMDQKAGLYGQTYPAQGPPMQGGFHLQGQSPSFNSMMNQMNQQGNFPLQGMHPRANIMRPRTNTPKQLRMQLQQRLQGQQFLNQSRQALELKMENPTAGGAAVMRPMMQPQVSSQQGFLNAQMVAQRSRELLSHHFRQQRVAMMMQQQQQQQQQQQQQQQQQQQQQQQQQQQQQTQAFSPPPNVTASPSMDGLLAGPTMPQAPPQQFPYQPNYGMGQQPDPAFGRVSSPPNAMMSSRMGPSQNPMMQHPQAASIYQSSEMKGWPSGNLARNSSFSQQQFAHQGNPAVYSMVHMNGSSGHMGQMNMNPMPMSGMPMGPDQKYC
KKLEB cytotox: cytotoxicity in KKLEB CF airway cells, primary screen, cytotoxicity control for CF NF-kB inhibitor project, cell-based, uHTS, fluorescence assay plates; KKLEB CF airway cells viability, ATPlite luminescence, overnight; stronger effect = lower value; cells stimulated with P. aeruginosa culture filtrate; activity change (cytotoxicity), % at 5 µM; actives 0.36% (n = 360,000);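 active = corrected activity change at or below -50% at 5 µM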
SRC1 inh: SRC1 coactivator transcriptional activity inhibitors, primary screen, cell-based, luminescence. HEK293 GAL4-SRC1 luciferase reporter. actives 0.12% (n = 360,000). inhibition, % at 3.6 µM. Nuclear receptor coactivator 1 (Homo sapiens), Q15788. AID 588354, 2011;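 active = inhibition above the campaign mean plus 3 SD, with each screening campaign given its own cutoff, cut at about 60% in these data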;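 also: 0% = DMSO treated cells and 100% = gossypol at 36 µM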
Shn3 inh set2: reduction of Shn3 3'UTR firefly luciferase signal, primary screen, Schnurri-3 inhibitor project, cell-based, Clone20 osteoblasts, set 2; AID 588674, 2011; inhibition, % at 12.5 µM; Clone20 osteoblast Shn3 3'UTR firefly luciferase, 24 h; actives 0.52% (n = 360,000);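 active = mean inhibition of at least 75% with every replicate also reaching 75%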;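 also: 0% = median of neutral control wells and 100% = pilot-screen positive control compound; some compounds past the cut are filed as inactive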
NR2F2 inh: NR2F2 transcriptional activity inhibitors, primary screen, cell-based, luciferase reporter, HEK293T, luminescence; COUP transcription factor 2 (Homo sapiens), P24468; actives 0.7% (n = 370,000); inhibition, % at 8.6 µM; HEK293T NGFI-A luciferase reporter;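 active = inhibition above a per-plate cutoff, mean inhibition of test wells between control levels plus 3 SD, cut at about 38% in these data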;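 also: cells cotransfected with COUP-TFII expression vector driving the NGFI-A reporter; 0% = median of COUP-TF2 test wells and 100% = reporter-only cells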
An asterisk follows results filed as active; · = no result given. Not all compounds are listed; the hit share may differ from the screen's.

entry	Molecule	NR2F2 inh	TROY NFkB inh	C8 TRAIL sens	LRH-1 inv ag	SRC3 inh	LMP1 NFkB inh	Shn3 inh set2	TWEAK-Fn14 inh	SRC1 inh	CF NFkB block	KKLEB cytotox
1	O=C(NNC(=O)c1ccccc1Cl)c1ccncc1	0	-3	4	-7	4	-1	1	2	12	8	0
2	COc1ccccc1NC(=O)CSc1nnc2ccc(-c3cccnc3)nn12	-3	6	-14	14	8	-6	-30	-3	-6	8	-2
3	COc1cccc(-c2nc(NCC3CCCO3)c3ccccc3n2)c1O (stereo not given)	20	-36	3	50	12	-8	-4	35	9	-53	-6
4	COc1cccc(OC)c1C(=O)N[C@@H]1C(=O)N2[C@@H]1SC(C)(C)[C@@H]2C(=O)O	3	-14	-4	-7	-5	0	7	9	-1	3	-1
5	CCS(=O)(=O)N1CCC(C(=O)NCCN2CCOCC2)CC1	2	-5	-4	-6	8	2	-20	-2	5	-2	22
6	CN1CCN(C(=O)c2cccc(S(=O)(=O)N3CCCCC3)c2)CC1	4	-6	-6	-7	-6	2	-24	12	-7	7	-5
7	O=C1COc2ccccc2C(c2nc3ccccc3[nH]2)N1C1CC1 (stereo not given)	-11	8	6	7	·	·	·	8	·	·	·
8	CCOC(=O)C1=C(C)NC(C)=C(C(=O)OCC)C1C1=COCCO1	-6	2	-19	-1	17	6	2	7	-47	-4	14
9	O=C(CN1C(=O)C2(OCCO2)c2ccccc21)c1ccc(Cl)cc1	10	-6	4	-22	-11	3	11	4	-13	5	-1
10	COc1cc(C2CC(=O)c3cnc(N)nc3C2)cc(OC)c1OC (stereo not given)	-12	-18	-3	16	11	-3	15	10	-2	-6	1
11	COc1cccc(-c2ncc3ccccc3c2COC(=O)c2ccco2)c1	0	-21	-17	-17	-7	2	22	1	-11	4	-7
12	CCOc1ncccc1C(=O)OCc1ccc(C#N)cc1	2	-6	4	7	18	4	8	5	-9	-8	8
13	NC(=O)CC12CC3CC(C1)CC(CC(N)=O)(C3)C2	-3	3	-13	-21	9	10	-18	-5	-13	5	-2
14	CC(=O)N1c2ccc(S(=O)(=O)N(C)CC(=O)N(C)Cc3ccccc3)cc2CC1C (stereo not given)	1	-6	-11	-1	3	1	-4	8	16	9	1
15	CCCN1C2CCCC1CC(NC(=S)NCCCOCC)C2 (stereo not given)	-2	-6	-2	9	16	6	6	-8	4	8	0
16	C[C@H](CO)N1C[C@H](C)[C@@H](CN(C)C(=O)Nc2ccc3c(c2)OCO3)Oc2c(cccc2N(C)C)C1=O	0	-17	-15	15	-4	-9	-15	26	1	0	-1
17	CC(C)(C)c1ccc(OCC(O)CN2CCN(c3ccccn3)CC2)cc1 (stereo not given)	-13	6	-10	8	-19	-3	15	-7	9	1	2
18	CCC(C)NC(=O)CNC(=S)N(Cc1ccc(F)cc1)C1CCCCC1 (stereo not given)	-9	7	3	-8	15	-2	2	2	7	7	-2
19	O=C(/C=C/c1cccc(Cl)c1)OCC(=O)c1ccc[nH]1	-1	3	4	6	16	1	-22	-5	18	-25	-2
20	C/C(=N\NC(=O)c1cccc(S(=O)(=O)N2CCOCC2)c1)c1cc2ccccc2o1	2	10	-10	2	-4	5	3	-19	0	-4	1
21	O=C1C2ON(c3ccc(Cl)cc3)C(c3ccco3)C2C(=O)N1c1ccccc1 (stereo not given)	-12	-19	-2	0	10	-1	2	-8	-3	6	-9
22	CCOc1ccc(CN2CCN(S(=O)(=O)c3ccc(NC(C)=O)cc3)CC2)cc1	48*	6	15	25	20	6	17	5	-27	-14	-11
23	COc1ccc(-c2cc(-c3ccc(Cl)cc3)n[nH]2)c(O)c1	-28	29	18	-152	-94	-39	-90	11	-93	-24	2
24	COc1cc(-c2n[nH]c(=S)n2-c2ccc(Br)cc2)cc(OC)c1OC	-25	-9	-1	4	-4	0	-2	-6	2	-3	-2
25	O=C(CCN1C(=O)C2CCCCC2C1=O)Nc1ccc(F)c(F)c1F (stereo not given)	8	4	-11	-6	7	2	15	3	-1	6	1

Pulled one by one from the list above, two records:
entry	Molecule	NR2F2 inh	TROY NFkB inh	C8 TRAIL sens	LRH-1 inv ag	SRC3 inh	LMP1 NFkB inh	Shn3 inh set2	TWEAK-Fn14 inh	SRC1 inh	CF NFkB block	KKLEB cytotox
10	COc1cc(C2CC(=O)c3cnc(N)nc3C2)cc(OC)c1OC (stereo not given)	-12	-18	-3	16	11	-3	15	10	-2	-6	1
18	CCC(C)NC(=O)CNC(=S)N(Cc1ccc(F)cc1)C1CCCCC1 (stereo not given)	-9	7	3	-8	15	-2	2	2	7	7	-2

Next part:
entry	Molecule	NR2F2 inh	TROY NFkB inh	C8 TRAIL sens	LRH-1 inv ag	SRC3 inh	LMP1 NFkB inh	Shn3 inh set2	TWEAK-Fn14 inh	SRC1 inh	CF NFkB block	KKLEB cytotox
26	COC(=O)C(CCSC)NC(=O)C12CC3CC(CC(C3)C1)C2 (stereo not given)	-2	19	1	-18	10	-2	-12	12	-14	-2	6
27	COC1C(O)C(O)C(O)C(O)C1O (stereo not given)	-17	-7	-4	-22	12	2	-7	-6	-2	13	-8
28	c1ccc(Nc2nc(-c3ccncc3)cs2)cc1	-25	-64	-2	-119	-66	-43	-52	10	-64	20	-6
29	Nc1ccc(-c2nc3cc(N)ccc3s2)cc1	-29	-15	60*	-91	-101	6	-34	-8	-92	-41	11
30	O=C(Nc1ccc2c(c1)OCO2)C(c1ccccc1)N1CCN(C(=O)c2ccco2)CC1 (stereo not given)	-3	-51	2	-7	10	0	-1	-28	-7	-1	4
31	CCOC(=O)N1CCN(CC(=O)Nc2c(C(=O)OC)[nH]c3ccc(Cl)cc23)CC1	12	17	16	8	7	8	47	33	6	-3	-6
32	COc1ccc(/C=N/Nc2nc(=O)[nH]nc2C)cc1OC	-11	-44	-8	-43	-53	-8	-23	-9	-71	27	2
33	O=C(NNC(=O)c1ccccc1C(=O)O)c1ccc(O)cc1	-12	2	-5	-19	-8	-3	2	0	-12	20	-17
34	CCCCNC(=O)c1onc(CSc2ccc(F)cc2)c1C(=O)O	-2	-14	9	-20	-12	0	-16	25	5	-38	7
35	COc1cc(/C=C2\SC(=O)N(CC(=O)Nc3ccc(C)cc3)C2=O)cc(Cl)c1OCC(=O)O	-5	13	2	8	-21	-17	-22	21	-63	15	0
36	Cc1ccc(NC(=O)Cn2ccsc2=N)c([N+](=O)[O-])c1	-3	-13	1	35	-4	1	-5	-28	-10	-8	-1
37	CCCN(CCC)c1ccc(C(O)c2nnc(-c3ccccc3)o2)cc1 (stereo not given)	-21	-1	-4	8	13	-1	15	7	-4	-5	13
38	CCOC(=O)C1CC(c2ccccc2)=NNC1=O (stereo not given)	15	-8	-1	-17	-7	-4	-5	-4	-15	-22	0
39	COc1cc(CNCCSc2nnnn2C)cc(Br)c1OCc1ccccc1F	-2	0	-11	-1	0	-12	5	4	-9	-9	2
40	CCOC(=O)C1=C(c2ccccc2)NC(=O)NC1c1ccc(OC)cc1OC (stereo not given)	0	-43	-3	5	-1	-1	12	11	-43	4	-4
41	COc1ccccc1N(CC(=O)NCC1CCCO1)C(=O)CCC(=O)Nc1cc(C)on1 (stereo not given)	15	-10	8	5	7	-8	-3	3	5	-6	7
42	Nc1cc(=O)[nH]c(SCc2ccc(Cl)cc2Cl)n1	48*	-9	32	29	13	17	66	27	17	-18	-7
43	C[C@@H](C(=O)Nc1cc(C(F)(F)F)ccc1N1CCOCC1)N1C(=O)C2CC=CCC2C1=O (stereo not given in full)	1	-2	-2	1	6	-7	15	-3	7	8	4
44	Cc1cc(C)cc(N2C(=O)C3CC=CCC3C2=O)c1 (stereo not given)	14	4	-9	4	-12	13	5	-1	-2	-10	3
45	Cc1ccc(NC(=O)CC2CCCC2)c(Br)c1	-27	-96	24	-60	-55	-28	-107	2	-40	15	-8
46	COc1cccc(NC(=O)CCCOc2cc(=O)n(C)c3ccccc23)c1	-76	-19	-4	16	-1	-5	6	-4	-11	-100	0
47	Cc1cccc(CCNC(=O)c2cc(S(=O)(=O)N3CCCCC3)c[nH]2)c1	22	2	-17	-3	4	-5	9	8	-29	-2	-7
48	COc1ccc(NC(=O)CN(C)C(=O)c2ccc(NS(=O)(=O)c3ccc(F)cc3)cc2)cc1	4	10	12	3	13	-5	-7	-3	-17	12	-14
49	CC(Sc1ccc(S(=O)(=O)N2CCCCCC2)cn1)C(N)=O (stereo not given)	-3	1	-7	-12	10	0	10	-5	-29	-4	4
50	CC(C)n1cc(C(=O)N2CCCC(N3CCN(c4cccc(Cl)c4)CC3)C2)cn1 (stereo not given)	-5	-19	-12	-2	-4	-3	0	-12	-17	14	2
51	C/C(=N\NC(=O)c1ccc(CSc2nncn2C)cc1)c1ccc(C#N)cc1	-11	9	-2	9	15	-7	6	3	1	2	4
52	CN(C)/C=N/c1nc2ncc(-c3ccc(Cl)cc3)c(/N=C/N(C)C)n2n1	-11	13	-2	-6	11	2	5	5	4	10	5
